Rpn11 block: Rpn11 (human) deubiquitinase inhibition; O00487; human 26S proteasome, Ub4-pepOG fluorescence polarization; 20S core pre-blocked with epoxomicin; calls only at 20 µM; hit rate 0.59% among 360,000;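 active means inhibition at 20 µM, scaled to each plate's controls, above about 33%, limit read from the data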
bovine MsrA act: bovine methionine sulfoxide reductase A activation. hit rate 0.3% among 360,000. activation, % at 10.6 µM. purified bovine MsrA, absorbance read-out; in the data active means activation above about 7.5%;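 further: 0% = vehicle and 100% = reference activator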
MsrA inhibitor: inhibitors of bovine MsrA; purified bovine MsrA, absorbance read-out; inhibition, % at 15.5 µM; AID 651718; hit rate 0.75% among 360,000; in the data active means inhibition above about 4.5%;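 further: 0% = vehicle wells with enzyme and 100% = reference inhibitor wells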
PABP1 MLLE inh: inhibitors of microRNA-mediated deadenylation, human PABP1 MLLE binding. P11940. GST-MLLE / FITC-PAM2 fluorescence polarization. inhibition, % at 20 µM. hit rate 0.36% among 360,000. AID 588489; in the data active means inhibition above about 35%, passing the limit was not always enough;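 further: plate controls were DMSO wells with GST-MLLE for no effect and wells lacking GST-MLLE protein for full effect; some results filed as inactive read as strong as hits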
Rin1 Abl inh: human Rin1-Abl interaction inhibition; hit rate 0.4% among 360,000; AID 588664; inhibition, % at 7.35 µM; P00519+Q13671; TR-FRET Rin1/Abl binding, biochemical; in the data active means inhibition above about 5%, passing the limit was not always enough
CSN deneddyl inh: blocks human CSN-mediated cullin deneddylation | Purified CSN, SCF-Nedd8-OG deneddylation, fluorescence polarization | hit rate 0.38% among 360,000 | inhibition, % at 12.5 µM;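 active means pattern-corrected inhibition above about 35%, with an unprinted fluorescence ratio check between 0.5 and 1.5, limit read from the data, passing the limit was not always enough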;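 further: 0% = enzyme with substrate and 100% = substrate without enzyme; some results filed as inactive read as strong as hits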
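Assay system: Purified human Csn5 enzyme expressed in HEK293T cells | Amount: Enzyme 0.24 nM | Measured by: Fluorescence polarization readout | Medium: Tris/NaCl/DTT buffer, pH 7.5 | Compound dosing: One concentration, 12.5 µM, 0.25% DMSO | Times: 90 min incubation of compound, enzyme and substrate at room temperature | Control set: no-enzyme wells high, enzyme-with-substrate wells low | Read-out: % inhibition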
E coli Lon inh: inhibits E. coli Lon protease; P0A9M0; hit rate 0.42% among 360,000; inhibition, % at 7.94 µM; purified E. coli Lon protease, fluorescence polarization; in the data active means inhibition above about 13%, passing the limit was not always enough;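 further: 0% = enzyme with probe and DMSO and 100% = no enzyme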
FAS TE block: inhibitors of human fatty acid synthase thioesterase domain. inhibition, % at 15 µM. recombinant FAS-TE, OMFH fluorogenic substrate, fluorescence endpoint. hit rate 0.67% among 360,000;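 active means compounds whose normalised, plate-corrected inhibition of enzyme fluorescence in the single-dose primary screen is 50% or more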;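 further: 0% = DMSO with enzyme and 100% = substrate without enzyme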
MT1-MMP act inh: inhibitors of human MT1-MMP activation; HT1080 RFP-PRO-GFP cells, GFP/RFP ratio fluorescence, overnight; percent of plate control window, DMSO zero; hit rate 0.061% among 360,000; AID 651647; GFP/RFP ratio change, % at 20 µM;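 active means GFP/RFP ratio change of at least 30% with cell ATP level not reduced by more than half and red fluorescence within 50% of control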; further: strong numbers were not always called active
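Test system: HT1080 cells expressing an RFP-PRO-GFP fluorescent reporter construct / Compound dosing: single-point 20 µM compound, 1% DMSO / Schedule: cells overnight before dosing, compound overnight, 37 °C, 5% CO2 / Evaluation: GFP/RFP fluorescence ratio / Control set: DMSO and RFP-L50D-GFP cell wells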
Active calls of the source: *; i = inactive; / = not tested or not shown; + = active, no number.

SMILES	Rpn11 block	bovine MsrA act	MsrA inhibitor	PABP1 MLLE inh	Rin1 Abl inh	CSN deneddyl inh	E coli Lon inh	FAS TE block	MT1-MMP act inh
CC1(C)CC2(CCCN3C(=O)CSC32)CCS1 (configuration not stated)	i	-5	0.9	15	-3	-1	-8	-8	1
COc1ccc(OC)c(NC(=O)CN(C)CC(=O)Nc2ccccc2Cl)c1	i	-1	1.7	-5	0	-3	-4	0	0
CCSc1nnc(NC(=O)CSc2nnc(CNC(=O)c3ccc(OC)c(OC)c3)o2)s1	i	-4	-0.5	-12	-3	-6	-11	-10	3
COc1ccc(OC)c(Cc2nnc(CCC(=O)NCc3ccc(C)s3)o2)c1	i	-1	0.0	-12	0	8	-2	-3	5
CC1CCN(C(=S)c2ccc(O)cc2)CC1	i	-7	-0.3	37*	-3	-3	5	-6	2
CC(=O)Nc1cc(-c2ccc(C(=O)N3CCOCC3)cc2)cn2c(-c3cccc(C(C)=O)c3)cnc12	i	0	1.3	-8	-4	4	1	4	-1
COc1ccc(CCN2CC(C(=O)Nc3cc(F)ccc3F)CC2=O)cc1OC (configuration not stated)	i	-3	0.8	16	6	-8	-17	-6	1
O=C(CC12CC3CC(CC(C3)C1)C2)NCc1ccco1	i	-2	-0.4	-2	0	-2	0	-2	1
CC(C)(C)c1nnc(N/N=C/c2cc(Br)ccc2O)n(N)c1=O	i	-4	0.7	-2	-2	2	9	47	-1
Cc1ccc(-n2nnnc2SCC(=O)N2CCN(C(=O)c3ccco3)CC2)c(C)c1	i	1	-0.3	-23	1	-6	-3	-11	3
CCOC(=O)c1[nH]c(C)c(C(=O)NC)c1C	i	-2	0.0	15	-1	-5	3	-4	2
CCOC(=O)c1c(-c2ccccc2)nc2c(C)cccn12	i	0	-1.5	9	4	-4	-6	0	2
CC(C)N1C(=S)N(Cc2ccco2)C(=O)C1CC(=O)Nc1ccccc1 (configuration not stated)	i	-1	0.9	-6	1	-3	-2	4	-1
COc1ccc(Br)cc1/C=N/n1nnnc1N	i	-3	1.6	-14	0	3	-11	-4	-1
CC1CN(C(=O)CN2C(=O)NC3(CCCC3)C2=O)C(=Nc2cccc(S(=O)(=O)N(C)C)c2)S1 (configuration not stated)	i	-3	1.9	-6	1	-1	-1	-3	1

Molecules shown so far with two or more sulfur atoms:
SMILES	Rpn11 block	bovine MsrA act	MsrA inhibitor	PABP1 MLLE inh	Rin1 Abl inh	CSN deneddyl inh	E coli Lon inh	FAS TE block	MT1-MMP act inh
CC1(C)CC2(CCCN3C(=O)CSC32)CCS1 (configuration not stated)	i	-5	0.9	15	-3	-1	-8	-8	1
CCSc1nnc(NC(=O)CSc2nnc(CNC(=O)c3ccc(OC)c(OC)c3)o2)s1	i	-4	-0.5	-12	-3	-6	-11	-10	3
CC1CN(C(=O)CN2C(=O)NC3(CCCC3)C2=O)C(=Nc2cccc(S(=O)(=O)N(C)C)c2)S1 (configuration not stated)	i	-3	1.9	-6	1	-1	-1	-3	1

New compounds follow
SMILES	Rpn11 block	bovine MsrA act	MsrA inhibitor	PABP1 MLLE inh	Rin1 Abl inh	CSN deneddyl inh	E coli Lon inh	FAS TE block	MT1-MMP act inh
COc1ccc(C(=O)NCC(=O)N2CCCC(C(F)(F)F)C2)cc1OC (configuration not stated)	i	-2	1.0	0	-2	1	2	-8	2
CCCn1c2c(c(O)c(C(=O)Nc3nc4ccccc4s3)c1=O)CCCC2	i	-2	-0.7	-7	1	1	5	4	-5
O=C(COC(=O)/C=C/c1ccco1)NCc1ccccc1Cl	i	-2	1.6	4	-1	1	1	1	6
Cc1ccc(C(=O)NC(=S)Nc2ccc3[nH]c(=O)[nH]c3c2)cc1	i	-10	0.4	33	1	-4	1	-13	0
CC(C)c1ccc(CN2CCC2(C)C(=O)Nc2cnc3ccccc3c2)cc1 (configuration not stated)	i	2	2.2	-3	1	0	-4	27	-1
Cc1ccc(S(=O)(=O)Nc2cc3c4c(c2)CCC(=O)N4CCC3)cc1	i	-6	-0.1	6	-2	0	10	-4	9
Cc1ccc(S(=O)(=O)N2CCN(CC(=O)Nc3ccc(N4CCOCC4)cc3)CC2)cc1C	i	-2	-0.3	2	3	-1	-7	-5	-1
O=C(c1ccncc1)N1N=C(c2ccc(Br)cc2)CC1c1ccccc1O (configuration not stated)	i	-1	0.3	5	2	-2	-5	16	-9
CCCc1cc2c(cc1NC(=O)c1ccc(Br)cc1)OCO2	i	2	-0.4	-1	-1	-1	-4	-5	-2
Oc1c(CN2CCCCC2)ccc2cccnc12	i	-1	0.8	9	34*	4	-7	-8	-2
C[C@H](CO)N1C[C@H](C)[C@@H](CN(C)S(=O)(=O)c2cccc(F)c2)OCc2cn(nn2)CCCC1=O	i	-2	-1.3	-6	2	1	0	-6	3
CCCCNC(=S)N1CCN(CC)CC1	i	-3	0.8	-104	-1	0	-4	-11	-16
O=C(O)C(Cc1ccccc1)N1C(=O)/C(=C/C=C/c2ccco2)SC1=S (configuration not stated)	+	-9	1.2	-41	7	77	-4	13	-4
COc1cccc(CNC(=O)[C@@H]2CCCN2)c1	/	-2	-0.2	/	/	-1	8	-13	1
Cc1ccc(NS(=O)(=O)c2c(C)nc3sccn3c2=O)cc1C	i	-4	2.4	-7	-1	6	-8	-4	-1

Five compounds drawn at random from those above:
SMILES	Rpn11 block	bovine MsrA act	MsrA inhibitor	PABP1 MLLE inh	Rin1 Abl inh	CSN deneddyl inh	E coli Lon inh	FAS TE block	MT1-MMP act inh
Cc1ccc(NS(=O)(=O)c2c(C)nc3sccn3c2=O)cc1C	i	-4	2.4	-7	-1	6	-8	-4	-1
O=C(c1ccncc1)N1N=C(c2ccc(Br)cc2)CC1c1ccccc1O (configuration not stated)	i	-1	0.3	5	2	-2	-5	16	-9
O=C(COC(=O)/C=C/c1ccco1)NCc1ccccc1Cl	i	-2	1.6	4	-1	1	1	1	6
CCCCNC(=S)N1CCN(CC)CC1	i	-3	0.8	-104	-1	0	-4	-11	-16
COc1cccc(CNC(=O)[C@@H]2CCCN2)c1	/	-2	-0.2	/	/	-1	8	-13	1

Next section
SMILES	Rpn11 block	bovine MsrA act	MsrA inhibitor	PABP1 MLLE inh	Rin1 Abl inh	CSN deneddyl inh	E coli Lon inh	FAS TE block	MT1-MMP act inh
CC(C)(C)NS(=O)(=O)c1ccc(OCC(=O)Nc2ccc3c(c2)OCCO3)cc1	i	-1	-0.6	-14	-1	5	2	-2	0
O=c1cc(CO)[nH]cc1OCc1ccccc1	i	-4	1.8	6	0	2	-7	-4	-4
O=C(c1cc2ccccc2oc1=O)N(Cc1cccc(Br)c1)C1CCS(=O)(=O)C1 (configuration not stated)	i	-1	2.0	-5	-1	-3	6	4	-1
CC1CN(S(=O)(=O)N(C)C)CCN1S(=O)(=O)N(C)C (configuration not stated)	i	-2	0.5	-2	4	-5	-3	-7	0
CCc1ccc(NC(=O)C(C)Nc2ccc(S(=O)(=O)NC(C)=O)cc2)cc1 (configuration not stated)	i	-1	-0.8	-97	2	4	2	-5	3
CCOC(=O)N1CCN(C(=O)CNC(=O)c2nn(-c3ccc(OC)cc3)c(=O)c3ccccc23)CC1	i	-2	2.4	7	4	2	-7	-7	3
Clc1cccc(-c2ccc3ncnc(NCc4cccnc4)c3c2)c1	i	-11	-0.3	1	1	-2	-1	-2	6
CCC(C)(C)C1CCc2c(sc(NC(=O)c3ccccc3C(=O)O)c2C#N)C1 (configuration not stated)	i	-7	-0.6	-15	0	4	9	20	2
CC(C)(C)c1ccc(N2C(=O)CC(C/C=C/c3ccccc3)C2=O)cc1 (configuration not stated)	i	-1	1.6	4	6	-3	-3	-4	-3
Cn1cccc1Cc1nnc(SCC(=O)NCC2CCCO2)n1CCc1ccccc1 (configuration not stated)	i	-5	0.3	-35	2	-1	-7	-5	1
Cc1c(CC(=O)O)c(=O)oc2c(C)c(OCc3ccccc3Br)ccc12	i	-4	0.0	-11	4	10	-14	-10	-3
FC(F)(F)c1ccc(Cl)c(NC(=S)N/N=C/c2ccccc2Cl)c1	i	-2	-1.0	-34	-2	-4	6	2	-2
Cc1cccc(OCc2nnc(N)s2)c1	i	1	-0.2	-13	3	-2	-5	-9	0
COc1ccc(S(=O)(=O)N2CCCCCC2)cc1NC(=O)CCNC(=O)c1ccc(Cl)cc1	i	-2	-0.4	-26	0	1	-14	9	0
Oc1ccc(C[C@H]2CN([C@@H](Cc3ccc(O)cc3)CN3CCC[C@@H]3CN3C(=S)NC[C@@H]3Cc3ccccc3)C(=S)N2CCc2ccccc2)cc1	i	-8	1.5	-3	3	2	7	-55	-5
COc1cc(C2CC(=O)OC3=C2C(=O)CC(C)(C)C3)cc(OC)c1OC (configuration not stated)	i	-3	0.0	-1	0	-5	-7	-6	2
O=C1CCCN1CN(C(=O)c1ccc2c(c1)OCO2)c1cccc(Cl)c1	i	-1	0.6	-3	-6	1	-3	-9	2
CCOC(=O)CN1C(=O)C(O)(C2CCc3ccccc3C2=O)c2ccccc21 (configuration not stated)	i	0	-0.1	13	3	-2	7	-3	-5
O=S(=O)(Nc1cc(Cl)ccc1N1CCOCC1)c1ccccc1Cl	i	-1	-0.2	0	2	0	-4	27	6
Cc1ccc(OC(C)C(=O)N=Nc2c(O)[nH]c3ccc([N+](=O)[O-])cc23)cc1 (configuration not stated)	i	-4	0.5	-4	2	-2	0	29	-1
CCn1cc(C(=O)NCCCN2CCC(C)CC2)c(=O)c2cc(S(=O)(=O)N3CCOCC3)ccc21	i	-6	0.1	-9	4	-2	1	-10	2
CCC(CO)Oc1cc(NCc2ccccc2Cl)c2ncn(C(C)C)c2c1 (configuration not stated)	i	-6	-1.1	5	-1	-5	3	-4	4
COc1cc2c(cc1OC)[C@H](C)N(C(=O)CSc1nc(O)c(C(C)C)c(=O)[nH]1)CC2	i	-2	-0.3	19	2	2	-1	-4	-2
COc1ccc2cc3cc(C(=O)NCCN4CCN(Cc5ccccc5)CC4)oc3nc2c1	i	-2	1.8	11	-8	-1	-11	1	9
Nc1ccc(Oc2ccc3c(c2)C(=O)NC3=O)cc1	i	-1	0.3	2	-1	1	-2	-4	3
CCCc1cc(=O)[nH]c(SC(C)C(=O)Nc2ccc3c(c2)OCCO3)n1 (configuration not stated)	i	-4	-0.2	2	3	2	13	-2	-1
CCc1ccc(NC(=O)C(=O)NNC(=O)c2cccc(OC)c2)cc1	i	-1	-0.5	0	0	0	-5	-2	-5
C=CCOc1nc(-c2ccncc2)nc2ccccc12	i	-9	-0.9	-11	3	1	-7	-1	6
O=C(Nc1nccs1)[C@@H]1CCCN1C(=O)c1cccs1	i	-3	0.7	9	-1	-15	-4	-8	-2

Source: PubChem BioAssay (several laboratories)
